H69AR growth 86K: growth inhibitors of human H69AR lung tumor cells | viability, % at 10 µM | actives 6% (n = 85,000) | H69AR lung tumor viability, ATP luminescence, 72 h; stronger effect = lower value;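 active = viability at or below 40%; inactive = viability above 40%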;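 also: multidrug resistant small cell line overexpressing MRP-1 efflux transporter; 100% = mean luminescence of untreated control wells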
sEH inhibitor: inhibitors of human soluble epoxide hydrolase; P34913; recombinant human sEH enzymatic activity assay; inhibition, % at 2 µM; actives 0.34% (n = 91,000); in the data active = inhibition above about 80%; also: values of inactives mirror those of a sister screen read the other way; many of its hits are not listed in these tables
Lung fibro prol: blocks proliferation of human lung fibroblasts | LL 47 human lung fibroblast viability, ATP luminescence; stronger effect = lower value | viability, % at 10 µM | actives 1.1% (n = 85,000);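 active = viability at or below 50% in the single dose screen; inactive = viability above 50%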;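 also: compound exposure lasted 72 h before the ATP readout; 100% = median luminescence of untreated cell-only wells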
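Times – overnight cell rest, 72 h compound treatment at 37 °C · Test system – human lung fibroblast line LL 47, low passage · Amount – 1,150 cells in each well · Controls – cell-only wells, no compound · Doses – 0.1% DMSO in all compound wells · Measured by – CellTiter-Glo luminescence · Buffer or medium – IMEM plus 15% FBS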
HUVEC prolif 384: inhibitors of human endothelial cell proliferation. HUVEC proliferation, CellTiter-Glo luminescence, 72 h; stronger effect = lower value. AID 648. actives 1.1% (n = 86,000). viability, % at 10 µM (by protocol);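 active = viability at or below 30%; inactive = viability above 30%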;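 also: 100% = median luminescence of DMSO-only cell control wells on each plate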
PTPN22 act: increases human PTPN22 phosphatase activity; Q9Y2R2; recombinant LYP, DiFMUP fluorescence; 0 = plate median, 100 = signal doubled; activation, % at 2 µM; actives 0.11% (n = 96,000);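 active = activation at 2 µM above a set limit, the mean plus 5 SD, cut at about 37% in these data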
Target sequence (Q9Y2R2 whole entry, looked up): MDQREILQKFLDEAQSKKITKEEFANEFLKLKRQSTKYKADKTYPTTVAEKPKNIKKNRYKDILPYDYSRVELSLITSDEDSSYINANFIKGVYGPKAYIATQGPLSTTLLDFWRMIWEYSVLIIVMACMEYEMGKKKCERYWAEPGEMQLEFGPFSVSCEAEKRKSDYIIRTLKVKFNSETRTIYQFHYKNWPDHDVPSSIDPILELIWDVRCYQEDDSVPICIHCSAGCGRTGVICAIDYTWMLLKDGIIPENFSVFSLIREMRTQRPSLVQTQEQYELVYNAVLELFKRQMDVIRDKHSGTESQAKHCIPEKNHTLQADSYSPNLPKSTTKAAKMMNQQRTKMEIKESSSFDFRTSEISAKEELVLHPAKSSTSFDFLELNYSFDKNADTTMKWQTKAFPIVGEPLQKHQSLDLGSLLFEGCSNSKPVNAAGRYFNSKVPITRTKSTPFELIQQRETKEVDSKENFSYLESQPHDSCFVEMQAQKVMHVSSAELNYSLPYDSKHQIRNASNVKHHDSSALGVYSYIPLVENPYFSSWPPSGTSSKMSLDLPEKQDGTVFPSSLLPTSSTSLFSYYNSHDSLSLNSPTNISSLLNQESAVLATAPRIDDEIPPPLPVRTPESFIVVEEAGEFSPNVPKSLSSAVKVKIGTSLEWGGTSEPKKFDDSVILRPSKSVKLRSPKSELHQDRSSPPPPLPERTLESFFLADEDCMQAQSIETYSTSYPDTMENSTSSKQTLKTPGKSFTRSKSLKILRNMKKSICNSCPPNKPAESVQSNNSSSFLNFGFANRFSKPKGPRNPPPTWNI
S1P2 ag: agonists of human S1P2 receptor | O95136 | S1P2-expressing cell line, agonist reporter read-out | activation, % at 4.5 µM | actives 0.46% (n = 97,000) | AID 729; in the data active = activation above about 16%;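 also: 0% = vehicle low control and 100% = maximal reference agonist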
sEH act: increases human soluble epoxide hydrolase activity. P34913. purified human sEH enzymatic activity, activator screen. activation, % at 2 µM. actives 0.04% (n = 91,000). AID 717; in the data active = activation above about 37%; also: values of inactives mirror those of a sister screen read the other way
PostGolgi ctrl: growth of the yeast control strain, post-Golgi counter-screen. efflux-deficient yeast background strain, growth absorbance A615, 16 h. inhibition, % at 10 µM. actives 5% (n = 98,000). AID 738; in the data active = inhibition above about 30%
S1P2 antag: blocks the human S1P2 receptor | AID 736 | actives 0.21% (n = 97,000) | cell-based S1P2 antagonist assay, inhibition at 5 uM | O95136 | inhibition, % at 5 µM; in the data active = inhibition above about 45%;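 also: CRE beta-lactamase reporter cells expressing human S1P2 stimulated with S1P; 0% = agonist at EC80 alone and 100% = agonist plus reference antagonist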
* marks the source's active call; other numbers are inactive results. Not all compounds are listed. The share of hits here may be higher or lower than overall.

Screening O=C(CCc1nc(-c2ccccc2F)no1)NCCN1CCN(Cc2ccccc2)CC1 returned H69AR growth 86K 91, sEH inhibitor -1, Lung fibro prol 100, HUVEC prolif 384 90, PTPN22 act 0, S1P2 ag -4, sEH act 5, PostGolgi ctrl 9 and S1P2 antag 9.
For CCNC(=O)c1c(N)sc2c1CCCCC2 the results were H69AR growth 86K 74, Lung fibro prol 96, HUVEC prolif 384 104, PTPN22 act -2, S1P2 ag -6 and S1P2 antag 5.
Cc1ccccc1NC1c2ccccc2C(=O)N1Cc1ccco1 (configuration not stated) was read as H69AR growth 86K 87, sEH inhibitor 0, Lung fibro prol 91, HUVEC prolif 384 91, PTPN22 act 4, S1P2 ag -2, sEH act 0, PostGolgi ctrl 7 and S1P2 antag 10.
`COc1cc(C(=O)Oc2cccc(Nc3ncnc4ccccc34)c2)cc(OC)c1OC` gave sEH inhibitor -4, PTPN22 act -10, S1P2 ag -2, sEH act 4, PostGolgi ctrl 9 and S1P2 antag 0.
CCC12CCCN3CCC4(C(=C(C(=O)OC)C1)Nc1ccccc14)C32 (configuration not stated) was read as H69AR growth 86K 78, sEH inhibitor -31, Lung fibro prol 87, HUVEC prolif 384 86, PTPN22 act -4, S1P2 ag -2, sEH act 30, PostGolgi ctrl 6 and S1P2 antag 7.
For Cn1cnc2cc(NC(=O)c3ccc(Cl)cc3)ccc21 the results were H69AR growth 86K 94, sEH inhibitor 1, Lung fibro prol 93, HUVEC prolif 384 110, PTPN22 act 3, S1P2 ag -4, sEH act -1, PostGolgi ctrl 1 and S1P2 antag -13.
Screening COC(=O)C(C)Sc1snnc1-c1ccccc1 (configuration not stated) returned H69AR growth 86K 103, sEH inhibitor -7, Lung fibro prol 98, HUVEC prolif 384 98, PTPN22 act 25, S1P2 ag -1, sEH act 9, PostGolgi ctrl 1 and S1P2 antag -29.
`CCc1ccccc1NC(=O)C(CC)Sc1nc2cc3c(cc2c(=O)n1Cc1ccco1)OCO3` (configuration not stated) gave H69AR growth 86K 6.3*, sEH inhibitor -2, Lung fibro prol 85, HUVEC prolif 384 46, PTPN22 act -15, S1P2 ag -6, sEH act 3, PostGolgi ctrl 2 and S1P2 antag -6.
CC(C)Cc1cc(C(=O)Nc2cc(C(F)(F)F)ccc2Cl)no1 was read as H69AR growth 86K 78, sEH inhibitor 5, Lung fibro prol 92, HUVEC prolif 384 118, PTPN22 act 0, S1P2 ag -4, sEH act -7, PostGolgi ctrl -5 and S1P2 antag -3.
For CC(C)(C)NC(=O)c1ccc(COc2ccccc2Br)o1 the results were H69AR growth 86K 90, sEH inhibitor 2, Lung fibro prol 94, HUVEC prolif 384 85, PTPN22 act 2, S1P2 ag -2, sEH act -2, PostGolgi ctrl 33* and S1P2 antag 5.

The last five compounds of the part above open the next one:
For Cn1cnc2cc(NC(=O)c3ccc(Cl)cc3)ccc21 the results were H69AR growth 86K 94, sEH inhibitor 1, Lung fibro prol 93, HUVEC prolif 384 110, PTPN22 act 3, S1P2 ag -4, sEH act -1, PostGolgi ctrl 1 and S1P2 antag -13.
Screening COC(=O)C(C)Sc1snnc1-c1ccccc1 (configuration not stated) returned H69AR growth 86K 103, sEH inhibitor -7, Lung fibro prol 98, HUVEC prolif 384 98, PTPN22 act 25, S1P2 ag -1, sEH act 9, PostGolgi ctrl 1 and S1P2 antag -29.
`CCc1ccccc1NC(=O)C(CC)Sc1nc2cc3c(cc2c(=O)n1Cc1ccco1)OCO3` (configuration not stated) gave H69AR growth 86K 6.3*, sEH inhibitor -2, Lung fibro prol 85, HUVEC prolif 384 46, PTPN22 act -15, S1P2 ag -6, sEH act 3, PostGolgi ctrl 2 and S1P2 antag -6.
CC(C)Cc1cc(C(=O)Nc2cc(C(F)(F)F)ccc2Cl)no1 was read as H69AR growth 86K 78, sEH inhibitor 5, Lung fibro prol 92, HUVEC prolif 384 118, PTPN22 act 0, S1P2 ag -4, sEH act -7, PostGolgi ctrl -5 and S1P2 antag -3.
For CC(C)(C)NC(=O)c1ccc(COc2ccccc2Br)o1 the results were H69AR growth 86K 90, sEH inhibitor 2, Lung fibro prol 94, HUVEC prolif 384 85, PTPN22 act 2, S1P2 ag -2, sEH act -2, PostGolgi ctrl 33* and S1P2 antag 5.
Screening Oc1ccccc1CNc1ccc(Br)cn1 returned H69AR growth 86K 82, sEH inhibitor 4, Lung fibro prol 6.4*, HUVEC prolif 384 9.3*, PTPN22 act -2, S1P2 ag -8, sEH act 0, PostGolgi ctrl 19 and S1P2 antag 34.
Screening O=C1NCC(c2ccccc2)C1C(=O)N/N=C\c1ccc(-c2cccc(Cl)c2Cl)o1 (configuration not stated) returned H69AR growth 86K 100, sEH inhibitor 1, Lung fibro prol 96, HUVEC prolif 384 77, PTPN22 act -3, S1P2 ag -6, sEH act 2, PostGolgi ctrl 21 and S1P2 antag -6.
O=C(Cc1cn2ccsc2n1)Nc1ccccc1Oc1ccccc1 was read as H69AR growth 86K 103, sEH inhibitor -2, Lung fibro prol 85, HUVEC prolif 384 74, PTPN22 act -2, S1P2 ag -7, sEH act 1, PostGolgi ctrl 2 and S1P2 antag 8.
Screening COc1ccc(Oc2cc(C)c3ccccc3n2)cc1 returned H69AR growth 86K 95, sEH inhibitor 7, Lung fibro prol 97, HUVEC prolif 384 104, PTPN22 act 1, S1P2 ag -5, sEH act -7, PostGolgi ctrl 5 and S1P2 antag 8.
O=C1c2ccccc2C(=O)N1CCCc1nc2ccccc2c(=O)n1Cc1ccco1 was read as H69AR growth 86K 96, sEH inhibitor -3, Lung fibro prol 96, HUVEC prolif 384 105, PTPN22 act 3, S1P2 ag -2, sEH act 4, PostGolgi ctrl -5 and S1P2 antag 5.
Screening CCCCOC(=O)c1ccc(-c2ccc(/C=N/NC(=S)NCC)o2)cc1 returned sEH inhibitor -26, PTPN22 act -1, S1P2 ag 23*, sEH act 27, PostGolgi ctrl -4 and S1P2 antag -38.
For CCn1c(SCC(=O)NCc2ccccc2)nnc1-c1ccccc1O the results were H69AR growth 86K 92, sEH inhibitor 0, Lung fibro prol 101, HUVEC prolif 384 104, PTPN22 act 8, S1P2 ag -7, sEH act 4, PostGolgi ctrl 4 and S1P2 antag -6.
CCCCCCC1CCC(c2nc(-c3ccncc3)no2)CC1 (configuration not stated) was read as H69AR growth 86K 111, sEH inhibitor 6, Lung fibro prol 99, HUVEC prolif 384 114, PTPN22 act 4, S1P2 ag -2, sEH act -7, PostGolgi ctrl 7 and S1P2 antag -9.
Screening O=C(CCNC(=O)Cn1ccc2ccccc2c1=O)NCCN1CCN(c2cccc(Cl)c2)CC1 returned H69AR growth 86K 90, Lung fibro prol 111, HUVEC prolif 384 100, PTPN22 act -3, S1P2 ag -10, PostGolgi ctrl 2 and S1P2 antag 24.
Screening CCOc1cc2c(C#N)c(N3CCCCC3)nc(N)c2c(N)n1 returned H69AR growth 86K 49, sEH inhibitor -12, Lung fibro prol 77, HUVEC prolif 384 69, PTPN22 act 2, S1P2 ag -5, sEH act 12, PostGolgi ctrl 7 and S1P2 antag -9.
Screening Cc1ccnc(NS(=O)(=O)c2ccc(CC(C)C)cc2)c1 returned H69AR growth 86K 94, sEH inhibitor 0, Lung fibro prol 97, HUVEC prolif 384 102, PTPN22 act 9, S1P2 ag -3, sEH act -1, PostGolgi ctrl 21 and S1P2 antag -15.
Cc1ccc(CSc2nnc(-c3cccnc3)o2)cc1 was read as H69AR growth 86K 88, sEH inhibitor -2, Lung fibro prol 112, HUVEC prolif 384 104, PTPN22 act 4, S1P2 ag -1, sEH act 4, PostGolgi ctrl 2 and S1P2 antag -25.
`O=C(NCCc1ccc(Cl)cc1)C1CCC(=O)N1C1CCCC1` (configuration not stated) gave H69AR growth 86K 92, sEH inhibitor 8, Lung fibro prol 105, HUVEC prolif 384 101, PTPN22 act 2, S1P2 ag -3, sEH act -7, PostGolgi ctrl 15 and S1P2 antag 0.
Cc1ccc(-c2nnc(SCc3ccc(C#N)cc3)n2Cc2ccco2)cc1 was read as H69AR growth 86K 69, sEH inhibitor 8, Lung fibro prol 106, HUVEC prolif 384 107, PTPN22 act 7, S1P2 ag -10, sEH act -7, PostGolgi ctrl 20 and S1P2 antag 6.
NS(=O)(=O)c1ccc(CCNC(=O)C2CCCN(S(=O)(=O)c3cccnc3)C2)cc1 (configuration not stated) was read as H69AR growth 86K 97, sEH inhibitor -8, Lung fibro prol 100, HUVEC prolif 384 95, PTPN22 act 3, S1P2 ag 1, sEH act 7, PostGolgi ctrl 1 and S1P2 antag -1.
Cc1nnc(Sc2nc3c(c(=O)n(C)c(=O)n3C)n2Cc2ccccc2Cl)s1 was read as H69AR growth 86K 78, sEH inhibitor -21, Lung fibro prol 77, HUVEC prolif 384 106, PTPN22 act -5, S1P2 ag -3, sEH act 21 and S1P2 antag -9.
For CCCNC(=O)c1cc(-c2ccc(OC)cc2)on1 the results were H69AR growth 86K 110, sEH inhibitor -2, Lung fibro prol 103, HUVEC prolif 384 92, PTPN22 act 4, S1P2 ag -5, sEH act 1, PostGolgi ctrl -3 and S1P2 antag -13.
O=C1CS/C(=C\[N+](=O)[O-])N1c1ccc(OC(F)(F)F)cc1 was read as sEH inhibitor 4, PTPN22 act 1, S1P2 ag -7, sEH act -2, PostGolgi ctrl 23 and S1P2 antag 4.
`Cc1ccc(C)n1-c1nc(=S)[nH][nH]1` gave H69AR growth 86K 95, sEH inhibitor 9, Lung fibro prol 87, HUVEC prolif 384 83, PTPN22 act -1, S1P2 ag 3, sEH act -8, PostGolgi ctrl 10 and S1P2 antag -26.
Screening Cc1cc(NC(=O)CCCC(=O)N(c2ccccc2)C(C(=O)NC2CCCCC2)c2cccs2)no1 (configuration not stated) returned H69AR growth 86K 82, sEH inhibitor -7, Lung fibro prol 89, HUVEC prolif 384 92, PTPN22 act 10, S1P2 ag -7, sEH act 6 and S1P2 antag 1.
For Cc1cc(=O)oc(C)c1C(=O)NCc1cccnc1 the results were H69AR growth 86K 96, sEH inhibitor 10, Lung fibro prol 105, HUVEC prolif 384 93, PTPN22 act 14, S1P2 ag -5, sEH act -12, PostGolgi ctrl -16 and S1P2 antag 6.
Screening Cc1cc(C)c(C)c(S(=O)(=O)ON2C(=O)c3ccccc3C2=O)c1C returned sEH inhibitor -8, PTPN22 act 4, S1P2 ag -6, sEH act 10, PostGolgi ctrl -5 and S1P2 antag 20.
O=C(CN(Cc1ccco1)C(=O)c1cccc(Cl)c1)Nc1c(Cl)cc(Cl)cc1Cl was read as sEH inhibitor -9, PTPN22 act -3, S1P2 ag -3, sEH act 11, PostGolgi ctrl 15 and S1P2 antag 4.
Screening Cc1ccc(C(=O)c2cn[nH]c2-c2cc(Cl)ccc2O)cc1 returned H69AR growth 86K 88, sEH inhibitor 9, Lung fibro prol 106, HUVEC prolif 384 104, PTPN22 act 2, S1P2 ag -6, sEH act -8, PostGolgi ctrl 38* and S1P2 antag 13.
For O=C(Nc1ccnc(-c2cccnc2)n1)c1ccc(Cl)c(Cl)c1 the results were sEH inhibitor 8, PTPN22 act 4, S1P2 ag -2, sEH act -9, PostGolgi ctrl 7 and S1P2 antag -6.
Screening CC(C)(C)NC(=O)CN(C(=O)CS(=O)CC(=O)Nc1ccc(F)cc1)c1ccc(F)c(Cl)c1 (configuration not stated) returned H69AR growth 86K 97, sEH inhibitor -10, Lung fibro prol 97, HUVEC prolif 384 93, PTPN22 act -2, S1P2 ag -7, sEH act 10, PostGolgi ctrl -2 and S1P2 antag 4.
`Cc1ccc(C)c(NC(=O)c2nnn(Cc3ccccc3C)c2N)c1` gave H69AR growth 86K 92, sEH inhibitor 5, Lung fibro prol 96, HUVEC prolif 384 90, PTPN22 act -10, S1P2 ag -10, sEH act -6, PostGolgi ctrl 33* and S1P2 antag 11.
For COC(=O)Cc1cc(=O)[nH]c(/N=C(\N)Nc2ccccc2C)n1 the results were H69AR growth 86K 88, sEH inhibitor 8, Lung fibro prol 98, HUVEC prolif 384 91, PTPN22 act -8, S1P2 ag -3, sEH act -3 and S1P2 antag 3.
